Bioassay records as filed in PubChem.
MITF inh: blocks human microphthalmia-associated transcription factor | actives 0.91% (n = 650,000) | O75030 | AID 1259374 | AlphaScreen MITF homodimerization, bead proximity signal | inhibition, % at 2.6 µM; in the data active means inhibition above about 50%;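 further: 0% = vehicle wells with protein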
Target sequence (O75030 whole entry, looked up): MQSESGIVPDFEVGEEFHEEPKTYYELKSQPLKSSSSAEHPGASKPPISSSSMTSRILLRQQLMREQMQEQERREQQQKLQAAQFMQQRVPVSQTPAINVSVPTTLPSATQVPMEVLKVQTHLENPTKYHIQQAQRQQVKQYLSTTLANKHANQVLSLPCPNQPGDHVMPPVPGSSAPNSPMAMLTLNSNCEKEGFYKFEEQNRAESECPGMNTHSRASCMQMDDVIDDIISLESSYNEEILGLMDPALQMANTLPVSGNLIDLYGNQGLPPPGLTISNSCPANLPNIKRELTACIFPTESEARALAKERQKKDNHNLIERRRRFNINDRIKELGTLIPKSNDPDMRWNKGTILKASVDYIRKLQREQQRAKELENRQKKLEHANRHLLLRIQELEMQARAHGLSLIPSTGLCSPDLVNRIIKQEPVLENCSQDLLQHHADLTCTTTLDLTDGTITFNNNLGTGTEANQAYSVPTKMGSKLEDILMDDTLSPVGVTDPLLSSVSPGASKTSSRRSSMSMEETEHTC
GPR151 ag: human GPR151 activation; Q8TDV0; PathHunter beta-arrestin GPR151 cells, luminescence; activation, % at 11.2 µM; actives 1% (n = 650,000); in the data active means activation above about 4.9%;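 further: 0% = median of compound wells and 100% = cells with positive control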
Target sequence (Q8TDV0 whole entry, looked up): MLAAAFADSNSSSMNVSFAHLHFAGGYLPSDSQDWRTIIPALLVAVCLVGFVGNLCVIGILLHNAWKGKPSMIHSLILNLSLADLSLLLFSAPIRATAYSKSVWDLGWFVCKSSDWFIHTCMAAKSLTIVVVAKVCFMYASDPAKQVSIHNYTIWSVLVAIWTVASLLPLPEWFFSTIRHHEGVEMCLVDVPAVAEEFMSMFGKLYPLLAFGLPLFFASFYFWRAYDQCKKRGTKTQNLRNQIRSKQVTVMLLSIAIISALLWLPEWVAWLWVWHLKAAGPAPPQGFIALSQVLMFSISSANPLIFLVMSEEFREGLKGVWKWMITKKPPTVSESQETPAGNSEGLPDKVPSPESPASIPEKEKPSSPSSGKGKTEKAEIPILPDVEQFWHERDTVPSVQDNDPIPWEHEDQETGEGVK
TEAD-YAP inh: TEAD-YAP interaction inhibition. inhibition, % at 9.12 µM. actives 1.4% (n = 640,000). HEK-TIYL cells, TEAD-Gal4/YAP UAS-luciferase luminescence; in the data active means inhibition above about 32%;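 further: 0% = median of test compound wells and 100% = reference inhibitor wells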
FBW7 activator: human FBW7 E3 ligase activation, primary screen. AlphaScreen FBW7–phospho-cyclin E peptide binding, activator screen. Q969H0. normalized activity (activation), % at 26.1 µM. actives 0.13% (n = 650,000); in the data active means normalized activity above about 1.9%;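 further: purified mutant Fbw7 with reduced substrate affinity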
Starred values were filed as active, the others as inactive; · = no result given; & = joins results of further samples. An unsorted share of the library. Share with any hit: about 3.4%.

SMILES	MITF inh	GPR151 ag	TEAD-YAP inh	FBW7 activator
COc1cc(/C=C2\SC(=O)NC2=O)ccc1Oc1ccc([N+](=O)[O-])cn1	0	-0.7	1	-0.1
CCOc1cccc(C(=O)Nc2cc(-c3nc4ccccc4o3)ccc2C)c1	-4	0.1	4	0.0
CCn1cc(Br)c(C(=O)Nc2ccc(C)cc2)n1	11	-2.8	-52	0.5
O=C(Oc1cccnc1)c1ccc([N+](=O)[O-])cc1Cl	2	-0.2	-5	0.1
Cc1cc(OCC(=O)N/N=C/c2ccc(C(=O)O)cc2)cc(C)c1Cl	0	0.1	10	0.1
CCCCCSc1nnc2c(n1)OC(c1ccccc1OCC)N(C(C)=O)c1ccccc1-2 (stereo unspecified)	-15	0.0	-12	-0.1
CCN1CCSc2ccc(C(=O)NCCCN3CCCC3=O)cc21	-1	-1.2	-10	-0.2
O=C(Nc1ccccc1-c1nc2ccccc2[nH]1)c1ccc(S(=O)(=O)N2CCc3ccccc32)cc1	3	2.0	10	-0.2
CCN(CC(=O)NC1CCCCC1)S(=O)(=O)c1ccc2ccccc2c1	-2	0.3	2	-0.1
O=C(CN1C(=O)CCc2ccccc21)Nc1ccccc1Cl	3	1.6	0	-0.2
COc1ccc(N2CC(NC(=O)NCCn3c(C)cc4ccccc43)CC2=O)cc1 (stereo unspecified)	0	-2.5	3	-0.4
C=CCn1c(=O)/c(=C2/Sc3ccccc3N2CC)s/c1=C1/C(=O)NN=C1C	6	2.2	-3	-0.2
NCCNc1cccc2ccccc12	-3	0.1	-1	-0.2
CCOC(=O)C1=C(C)N=c2s/c(=C/c3ccc(OCCOc4ccccc4OC)c(OCC)c3)c(=O)n2C1c1ccc(OC)cc1 (stereo unspecified)	-1	0.1	-2	-0.1
Cc1cccc(CN2CCN(Cc3ccccn3)CC2)c1	72*	-1.5	3	0.0
CC(C)(C)OC(=O)C1=C(O)C(=O)N(c2ccccc2)C1c1ccc(Br)cc1 (stereo unspecified)	3	0.6	2	0.1
Cc1cc(/C=C2\Sc3ccccc3N2C)cc(C)[n+]1CCCN1CCOCC1	1	-0.4	41*	-0.2
Cc1cc(O)c(C2=Nc3ccccc3SC(c3ccc4c(c3)OCO4)C2)c(=O)o1 (stereo unspecified)	-6	-0.3	-30	-0.1
O=C(CSc1nc(-c2ccccc2)c(-c2ccccc2)o1)NCCCO	7	-2.0	-8	-0.1
O=S(=O)(Nc1nccnc1-c1ccc(CO)cc1)c1ccc(F)cc1	17	-1.2	2	0.7
COc1cc(NS(=O)(=O)c2ccc(NC(=O)C34CC5CC(CC(C5)C3)C4)cc2)ncn1	10	-1.4	0	1.1
O=C(Nc1ccc2c(c1)CN(CCCn1cccn1)CC2)c1ccncc1	-8	-1.3	-7	0.0
Cc1ccccc1C(=O)NC(=S)Nc1ccc2nn(-c3ccccc3)nc2c1	9	-0.7	-8	0.0
COC(=O)c1cccc(Cn2nc(C)c([N+](=O)[O-])c2C)c1	11	3.0	-17	0.1
Cc1cccc(N2C(=O)c3ccc(C(=O)Nc4cccc(NC(=O)c5c(-c6ccccc6Cl)noc5C)c4)cc3C2=O)c1	17	-2.2	-1	0.7
CC1CC(=O)C2=C(C1)OC(N)=C(C#N)C2c1ccsc1 (stereo unspecified)	14	3.6	-7	0.0
O=C1OC(c2ccc([N+](=O)[O-])cc2)=N/C1=C/N1CCOCC1	13	0.1	10	0.1
CN(C)c1cccc(OCc2n[nH]c(=S)n2-c2ccccc2)c1	-5	-0.8	-11	-0.3
COc1ccc(C(=O)NCc2nnc(SCC(=O)Nc3nccs3)n2-c2cccc(C)c2)cc1OC	-5	-0.9	5	-0.1
COC(=O)c1sc(NC(=O)c2ccc([N+](=O)[O-])o2)c(C#N)c1C	7	-0.7	17	0.0
CC(=O)N1N=C(c2ccc(Cl)cc2)CC1c1ccc(N(C)C)cc1 (stereo unspecified)	-2	1.4	-41	-0.2
CCC(=O)Nc1ccc(NC(=O)c2cccc(C)c2OC)cc1	-2	0.2	-15	0.1
O=C(Nc1nc2ccccc2c(=O)s1)c1ccccc1	3	1.3	-8	-0.1
CCOC(=O)N1CCN(C(=O)c2c[nH]c3ccc(S(=O)(=O)N(C)c4cccc(C)c4)cc3c2=O)CC1	-1	-1.0	12	0.0
C/C(=N\N1CCN(C2c3ccccc3-c3ccccc32)CC1)c1ccco1	11	1.2	3	0.3
C[C@]12C=CC(=O)C=C1CC[C@@H]1C2=CC[C@]2(C)[C@@H](C(=O)CN3CCN(c4cc(N5CCCC5)nc(N5CCCC5)n4)CC3)CC[C@@H]12	3&14	0.8&0.3	-3	-0.1
CC(C)(C)CC(C)(C)c1ccc(OC(=O)/C=C/c2cccc([N+](=O)[O-])c2)cc1	13	0.8	-4	0.1
CC1=C(C(=O)Nc2ccc(Br)cn2)C(c2ccccc2C)C2=C(CC(C)(C)CC2=O)N1 (stereo unspecified)	-6	-0.2	-10	0.0
Cc1ccsc1C1C(C#N)=C(N)N(c2sc3c(c2C#N)CCCC3)C2=C1C(=O)CC(C)(C)C2 (stereo unspecified)	2	-2.1	4	-0.1
C=CCOc1ccccc1CN1CCC(n2nccc2NC(=O)C2CC2)CC1	5	-1.3	11	0.2
COc1ccc(CCC(=O)NC2CC(=O)N(c3ccc(C)c(C)c3)C2)cc1 (stereo unspecified)	-2	1.3	6	-0.1
CC(C)CCSc1nc2c(c(=O)[nH]c(=O)n2C)n1CCc1ccccc1	-4	-0.5	-2	-0.1
CC(=O)c1cccc(-c2nc(NCc3cccnc3)c3ncn(C4CCCCC4)c3n2)c1	-2	1.8	13	-0.1
O=C(CN1C(=O)/C(=C\c2ccc(C(F)(F)F)cc2)Sc2ccccc21)N1CCOCC1	4	-1.2	3	0.1
CC1=C(C(=O)OCCOc2ccccc2)C(c2ccc(C)cc2)NC(=O)N1 (stereo unspecified)	0	1.8	-8	-0.8
CCOc1ccc(C(=O)c2ccc(O)c(O)c2O)cc1	3	-1.7	-1	-0.3
CC(C1CCN(c2nncc(-c3cccc(C(F)(F)F)c3)n2)CC1)N1CCOCC1 (stereo unspecified)	-3	-1.3	6	0.1
CC(C)(C)C(=O)Nc1nnc(SCC(=O)NO)s1	10	-1.7	-22	-0.1
CC(C)OP(=O)(c1ccccc1)c1ccccc1	6	-0.5	-6	0.1
O=C(NCCCN1CCCC1=O)c1cccc(-c2ccc(N3CCOCC3)nc2)n1	10	0.2	0	0.0
CCCn1c(CCC(=O)Nc2ccc(Br)cc2F)nc2cccnc21	14	-0.8	2	0.0
COc1ccc(-c2cc(C(F)(F)F)n3ncc(C(=O)Nc4sc5c(c4C#N)CCCC5)c3n2)cc1OC	-4	-1.3	4	0.0
CCCCOc1ccc(C(=O)Nc2cccc3c2C(=O)NC3=O)cc1	1	-1.1	9	0.1
Clc1ccccc1CNCC1CCC(CNCc2ccccc2Cl)CC1 (stereo unspecified)	1	-0.6	·	-0.2
COc1cccc2c1OC1(C)CC2NC(=O)N1c1ccc(C)cc1 (stereo unspecified)	11	-1.2	4	0.1
CCCN(c1ccccc1C(=O)O)S(=O)(=O)c1ccc2c(c1)n(C)c(=O)n2C	-1	-0.6	0	-0.1
O=C(NC1CCCCC1)c1ccc2c(=O)n(-c3ccccc3)c(=S)[nH]c2c1	13	1.4	0	0.0
COc1ccccc1C(=O)NCCCCN1CCOC(c2ccccc2)C1 (stereo unspecified)	-17	-1.8	-4	0.2
CC(C)(C)CC(=O)NCC1Cc2cccc(-c3cncnc3)c2O1 (stereo unspecified)	12	2.9	-9	0.0
COc1ccc(CN2CCc3nnc(CCNC(=O)C4CCC4)n3CC2)c(C)c1C	11	-0.7	-6	0.0
(cont.)
SMILES	MITF inh	GPR151 ag	TEAD-YAP inh	FBW7 activator
CC1(C)CC2CC(C)(CN2C(=O)COC(=O)C2COc3ccccc3O2)C1 (stereo unspecified)	-10	2.8	4	0.0
CCOc1ccccc1N(C)C(=O)c1nn(-c2cc(OC)cc(OC)c2)c(=O)c2ccccc12	9	6.6*	-1	0.2
CCCNC(=O)C(=O)NCC1OCCCN1S(=O)(=O)c1ccc(F)cc1C (stereo unspecified)	5	0.8	-2	-0.1
CC(=O)C(C(=O)N(C)C)n1cnc2c(cnn2-c2ccccc2)c1=O (stereo unspecified)	-1	-0.6	-8	0.0
COc1ccc(N2CCN(C(=O)Cn3c(=S)[nH]c4ccccc4c3=O)CC2)cc1	4	-1.5	5	0.1
COc1ccc(C(C)(C)C)cc1NC(=O)COC(=O)c1cccc(S(=O)(=O)N(C)C)c1	-7	2.2	-1	0.0
COc1ccc(-c2noc(CN3CCCN(c4ncccn4)CC3)n2)cc1	-5	2.0	-9	0.0
CCOC(=O)C1=C(C)NC(SCc2cc(=O)[nH][nH]2)=C(C#N)C1c1cccs1 (stereo unspecified)	-2	2.1	0	-0.7
Cc1ccc(Nc2cc(S(=O)(=O)c3ccc(C)cc3)c3noc4c3c2C(=O)c2ccccc2-4)cc1	9	-0.7	-4	0.2
O=C(Cn1c(=O)n(Cc2ccccc2Cl)c(=O)c2cccnc21)Nc1ccccc1	0	-0.2	5	0.7
Ic1ccc(-c2cc(-c3ccccc3)nc(-c3ccccc3)c2)cc1	-3	0.5	-3	0.6
CSc1nc(C)c(C)c(C)c1C#N	8	0.2	2	0.1
O=c1c2nnn(Cc3ccccc3F)c2ncn1Cc1ccc(Br)cc1	3	2.5	0	-0.1
CCOC(=O)c1c(C)oc2ccc(N(C(=O)c3ccc([N+](=O)[O-])cc3)S(=O)(=O)c3ccc(C)cc3)cc12	-13	0.0	2	-0.3
CCC1(C)CC(=O)c2c(ccc3oc(C(=O)Nc4ccc(NC(C)=O)cc4)c(C)c23)O1 (stereo unspecified)	5	-0.7	5	-0.2
O=C(Cc1cccs1)Nc1nnc(SCc2ccc(F)cc2)s1	-7	-1.0	-7	-0.2
O=C(c1csc(-n2cccc2)n1)N1CCN(c2ncccn2)CC1	-8	0.3	6	0.2
O=C(/C=C/c1ccc(Br)cc1)NCc1cccnc1	14	0.8	-11	0.2
CC(C)Oc1ccc(C(=O)Nc2cccc(-c3nc4ncccc4o3)c2)cc1	-6	-0.6	-2	-0.2
CCOC(=O)C1=C(Nc2ccccc2)OCC1=O	5	1.9	3	0.1
CCCNC(=O)CCc1c(C)nc2c(c(C)nn2-c2ccccc2)c1C	5	-0.1	-9	-0.2
Cc1onc(-c2ccccc2)c1C(=O)Nc1cc([N+](=O)[O-])ccc1Cl	9	1.4	14	0.1
Cc1ccc2c(C(=O)CNc3nccs3)c(C)[nH]c2c1	2	0.5	-17	0.3
COc1cccc(/C=C2\SC(=S)N(C(C)C)C2=O)c1O	5	-2.2	-34	-0.2
Cc1ccc(CNC(=O)Cn2nnc3ccccc3c2=O)cc1	-1	-0.6	-9	0.0
Cc1c(C(=O)CN2CCOCC2)nnn1-c1nonc1N	-8	-0.1	11	-0.1
COc1ccccc1CNC(=O)CCCNC(=O)Cn1cnc2sc(C)c(C)c2c1=O	6	-0.1	11	-0.1
CC(=O)C1=C(Nc2ccc(Br)cc2)CC(C)(O)C(C(C)=O)C1c1ccccc1 (stereo unspecified)	15	0.2	18	0.2
COc1ccc(/C=N/NC(=O)c2ccc(CSc3nc(C)cc(C)n3)cc2)cc1O	-5	-1.2	-12	-0.1
O=C(CCl)Nc1ccc(Cl)c([N+](=O)[O-])c1	-6	-0.2	74*	0.0
N#CC(Cl)CNS(=O)(=O)c1ccc(Cl)cc1 (stereo unspecified)	-1	-2.0	47*	0.0
